Screens: PubChem BioAssay, several laboratories
procasp3 activ = activates human procaspase-3; P42574; recombinant procaspase-3 D3A, Ac-DEVD-pNA absorbance 405 nm; activation, % at 8.5 µM; 0.11% of 330,000 active;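 active = activation above the mean of all tested compounds plus 3 SD, cut at about 21% in these data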;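 also: 0% = DMSO alone and 100% = DMSO wells spiked with extra 5 µM PC-3 D3A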
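material = Procaspase-3 D3A mutant | probe or stimulus = Ac-DEVD-pNA | compound = single dose, 8.5 µM nominal compound, 0.8% DMSO | timing = 1 h preincubation, 2 h reaction | measured by = 405 nm absorbance of p-nitroaniline, reads at 0 and 120 min | benchmarks = DMSO-only low control, 5 µM PC-3 D3A high control | repeats = singlicate, each compound tested once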
TPT1 inh = inhibitors of Candida albicans tRNA 2'-phosphotransferase TPT1. recombinant caTPT1, FP RNA substrate dephosphorylation. AID 1962. 0.81% of 300,000 active. inhibition, % at 5 µM;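 active = inhibition above the mean of all tested compounds plus 3 SD, set per screening campaign, cut at about 24% in these data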;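 also: plate controls were DMSO alone for no effect and ferristatin control at 100 nM for full effect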
PP5 inh = inhibitors of human protein phosphatase 5 (PP5); P53041; purified PP5c, OMFP substrate fluorescence; inhibition, % at 6.7 µM; 0.18% of 320,000 active;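 active = inhibition above the campaign's mean inhibition across all tested compounds plus 3 SD, cut at about 9.5% in these data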;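 also: 0% = DMSO only and 100% = 100 µM cantharidin control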
Target sequence (P53041 whole entry, looked up): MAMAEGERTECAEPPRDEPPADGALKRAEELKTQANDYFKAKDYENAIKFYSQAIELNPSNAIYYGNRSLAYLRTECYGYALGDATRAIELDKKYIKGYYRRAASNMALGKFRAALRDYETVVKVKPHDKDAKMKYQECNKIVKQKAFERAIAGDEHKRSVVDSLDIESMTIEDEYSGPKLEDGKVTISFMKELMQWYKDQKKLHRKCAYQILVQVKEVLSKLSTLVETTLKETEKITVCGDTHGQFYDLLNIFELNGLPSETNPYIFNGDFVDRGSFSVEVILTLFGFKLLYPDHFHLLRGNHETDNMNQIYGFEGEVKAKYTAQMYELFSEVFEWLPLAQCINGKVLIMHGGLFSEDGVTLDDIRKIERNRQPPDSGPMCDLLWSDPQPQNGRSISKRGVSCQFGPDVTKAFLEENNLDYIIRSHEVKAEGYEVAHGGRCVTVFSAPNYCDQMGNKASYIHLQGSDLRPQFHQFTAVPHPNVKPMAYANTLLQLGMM
proCasp7 act = counter-screen: procaspase-7 (human) activation; AID 463210; activation, % at 8.5 µM; P55210; 0.093% of 330,000 active; recombinant procaspase-7, Ac-DEVD-pNA absorbance 405 nm; D23A/D198A/D206A triple mutant, cannot self-cleave; scale: DMSO 0, 5 µM enzyme 100;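 active = percent activation above the screen-wide mean plus 3 SD, cut at about 25% in these data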
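Detection: p-Nitroaniline absorbance at 405 nm, read at 0 and 120 min; system: Uncleavable procaspase-7 mutant enzyme; evaluation: % activation from two-timepoint absorbance difference, scaled to controls; times: 1 h enzyme–compound preincubation and 2 h substrate reaction, both 25 °C; buffer or medium: Zinc-free HEPES pH 7.4 with 300 mM NaCl, 0.01% Triton X-100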
Efflux pump mplx = antifungal efflux pump inhibition, Nile Red retention. 0.44% of 330,000 active. S. cerevisiae Candida pump triplex. AID 485275. inhibition, % at 10 µM;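 active = plate passing quality check with inhibition over a set limit, or well fluorescence over plate mean plus 4 SD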;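 also: Nile Red retained in pooled yeast measured as flow cytometry median fluorescence; 0% = buffer negative control and 100% = Enniatin B positive control; higher means more Nile Red kept so more efflux inhibition; some compounds called inactive have numbers as strong as hits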
CTSL1 counter = blocks F. hepatica cathepsin L1 in PFM18AAP counter-screen | recombinant F. hepatica cathepsin L1, Z-Leu-Arg-MCA fluorescence | inhibition, % at 5.96 µM | 0.49% of 300,000 active | AID 1906;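 active = inhibition above the mean of all tested compounds plus 3 SD, set per screening campaign, cut at about 17% in these data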;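 also: 0% = plate median of test compound wells and 100% = 1 µM Z-Phe-Ala-diazomethylketone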
JMJD2C inh = inhibitors of human GASC-1 (JMJD2C) demethylase; inhibition, % at 2.35 µM; Q9H3R0; GST-JMJD2C(1-420) H3K9me3 demethylation, DELFIA europium; 0.069% of 330,000 active;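 active = more than half of a compound's replicate wells show inhibition beyond 50%, single wells judged on their own value; inconclusive = some, but no more than half, of replicates pass 50% inhibition; inactive = no replicate passes 50% inhibition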;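 also: signal counts dimethyl H3K9 product captured on neutravidin plate; 0% = median of DMSO wells and 100% = 0.3 times that DMSO median; strong numbers were not always called active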
Target sequence (Q9H3R0 1-420 limits assumed): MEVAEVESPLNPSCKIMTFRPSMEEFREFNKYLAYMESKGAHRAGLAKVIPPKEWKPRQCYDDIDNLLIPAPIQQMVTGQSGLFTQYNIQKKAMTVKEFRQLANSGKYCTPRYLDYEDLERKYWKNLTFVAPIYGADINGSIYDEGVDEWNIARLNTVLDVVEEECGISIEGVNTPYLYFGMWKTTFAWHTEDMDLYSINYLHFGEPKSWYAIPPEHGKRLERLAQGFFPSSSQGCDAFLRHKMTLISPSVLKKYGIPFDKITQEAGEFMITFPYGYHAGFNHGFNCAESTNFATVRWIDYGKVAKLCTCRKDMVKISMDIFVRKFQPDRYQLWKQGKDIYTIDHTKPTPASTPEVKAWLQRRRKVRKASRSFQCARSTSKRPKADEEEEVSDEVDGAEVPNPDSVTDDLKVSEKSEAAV
core dimer inh = blocks dimerization of HCV core protein; TR-FRET GST/Flag-core106 dimerization, 1536-well; inhibition, % at 5 µM; 0.33% of 300,000 active; AID 1899;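 active = inhibition above the mean of all tested compounds plus 3 SD, set per screening campaign, cut at about 45% in these data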
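Assay system: Tagged HCV core106 pair (GST and Flag) | Buffer or medium: KF-containing HEPES buffer, pH 7.45, DTT, CHAPS, BSA | Also added: Eu donor and XL665 acceptor anti-tag antibodies | Dosing: One concentration, 5 µM, in 0.5% DMSO | Timing: 4 h at 22.5 °C | Technique: TR-FRET 671 and 617 nm emission | Repeats: Singlicate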
PP1 inh = PP1-alpha (human) inhibition in PP5 counter-screen. AID 2235. 0.9% of 320,000 active. purified PP1alpha, OMFP fluorescence. inhibition, % at 6.7 µM;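 active = inhibition above the mean inhibition of all tested compounds plus 3 SD, computed separately for each screening campaign, cut at about 15% in these data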
Starred values were filed as active, the others as inactive; ? = inconclusive; · = not tested or not shown.

SMILES	procasp3 activ	TPT1 inh	PP5 inh	proCasp7 act	Efflux pump mplx	CTSL1 counter	JMJD2C inh	core dimer inh	PP1 inh
COc1ccc(S(=O)(=O)N2CCCCC2)cc1NC(=O)C1CC(=O)N(Cc2ccco2)C1 (stereo unspecified)	-1	·	·	0	0.0	·	12	·	·
CCOC(=O)C1CCN(C(=O)C2CCN(S(=O)(=O)c3ccc4ccccc4c3)CC2)CC1	9	-1	1.8	9	0.1	0	-5	0	2
CCOc1ccc(N(CC(=O)Nc2cccc(N(C)S(C)(=O)=O)c2)S(=O)(=O)c2ccccc2)cc1	1	0	5.5	-5	0.2	-3	2	4	1
COc1nc(-c2ccccc2)cc(-c2ccccc2)n1	8	-4	0.7	3	0.0	0	-15	10	-3
CCOc1cc(N2CCOCC2)c(OCC)cc1NC(=S)NCCCOC	-4	1	-1.5	-4	0.0	3	-11	-1	-4
O=C(c1ccccc1)c1cccc(NC(=O)c2ccco2)c1	4	0	-8.4	6	-0.1	11	-3	-21	11
Cc1ccc(S(=O)(=O)Nc2ccccc2C(=O)Nc2nc(-c3ccc(F)cc3)cs2)cc1	4	-3	2.2	4	-0.1	8	14	26	17*
Oc1ccccc1C(=S)N1CCN(c2cccc(Cl)c2)CC1	-20	-1	1.7	-20	0.0	-1	1	-4	0
CC1(C)CC(=O)c2cn3nc(C(F)(F)F)nc3nc2C1	1	-2	-0.1	-4	-0.2	2	-14	-5	-3
O=C(CCCOc1ccccc1)n1nnc2ccccc21	-3	-2	0.6	3	0.1	-5	?	0	-5
C=CCC[C@H](Cc1ccc(F)cc1)C(=O)OC[C@@H](Cc1c[nH]c2ccccc12)NC(=O)[C@@H](CC=C)CC(=O)N[C@H](CO)Cc1ccccc1	7	·	·	19	0.0	·	4	·	·
CC(C(=O)NC1CCCCC1)N1CCN(S(=O)(=O)c2cccs2)CC1 (stereo unspecified)	5	·	3.4	-7	-0.1	·	-3	·	-3
Nc1nc(-c2ccccn2)nc(N)c1Cc1c(F)cccc1Cl	-3	-4	1.2	7	-0.2	0	-9	-1	27*
NC(=O)CC(NC(=O)Cc1ccc(Cl)cc1)c1ccc(N2CCC(Cc3ccccc3)CC2)c([N+](=O)[O-])c1 (stereo unspecified)	-8	-1	-0.4	-5	0.0	1	-7	-2	22*
CCc1ccc(N2CC(C(=O)Nc3ccc(F)cc3)CC2=O)cc1 (stereo unspecified)	-3	-3	0.6	0	0.3	0	1	2	0
CCCCn1c(N)c(N(CCC(C)C)C(=O)C2=COCCO2)c(=O)[nH]c1=O	0	0	-0.1	13	1.2	2	-4	0	-3
Cc1nnc(SCc2cc(=O)[nH]c(/N=C(\N)Nc3ccccc3Sc3ccccc3)n2)s1	4	-2	1.1	2	0.1	-2	-11	9	-3
CCOCCCNC(=O)C(Cc1ccccc1)NS(=O)(=O)c1ccc2c(c1)c(=O)n(C)c(=O)n2C (stereo unspecified)	12	-3	0.3	3	0.0	2	-21	-4	-5
CCCNC(=O)c1ccc2nc(-c3ccccc3)c(-c3ccccc3)nc2c1	-9	-2	0.4	-11	0.0	7	7	8	-1
CC(=O)c1ccc(N2CCN(C(=S)Nc3cc(C)ccc3C)CC2)cc1	3	1	0.1	6	0.1	-3	-4	4	-5
CNc1snc(C)c1C(=O)OCC(=O)c1cc(F)ccc1OC	3	·	4.2	-6	0.3	·	·	·	-1
C/C(Cc1ccccc1)=N\NC(=O)CNC(=O)c1ccc(Cl)cc1Cl	4	3	-0.8	11	0.0	-7	59	-3	2
CCN1CCc2nc(NC(=O)Cc3ccc4c(c3)OCCO4)sc2C1	7	0	2.4	8	-0.1	2	-6	-6	3
CCOc1ccc(-c2nnc(SCC(=O)NC3CC3)o2)cc1	5	·	-0.3	11	0.1	·	6	·	-5
CC1(C)CC(=O)C(C(c2ccc(Br)cc2)C2C(=O)CC(C)(C)CC2=O)C(=O)C1	-4	1	-0.8	-7	0.1	1	10	3	-4
SMILES	procasp3 activ	TPT1 inh	PP5 inh	proCasp7 act	Efflux pump mplx	CTSL1 counter	JMJD2C inh	core dimer inh	PP1 inh
CC(=O)Nc1ccc(OCCC[n+]2ccccc2)cc1	2	-1	-1.4	6	0.0	2	·	0	-1
Cc1cc(C)n(CC(O)CN(c2ccccc2)S(=O)(=O)c2ccc3ccccc3c2)n1 (stereo unspecified)	-1	2	1.6	2	0.2	0	-16	5	1
O=C(NCc1ccccc1)C(c1ccc(F)cc1)N(C(=O)c1csnn1)C1CCCC1 (stereo unspecified)	1	-3	2.0	2	0.2	0	-30	-3	1
Cc1ccc(OCC(=O)Nc2cc(S(=O)(=O)N3CCCCC3)ccc2C)c([N+](=O)[O-])n1	-5	3	2.2	9	-0.1	-4	-18	-3	0
CCC(Oc1ccc(Br)cc1Cl)C(=O)Nc1nnc(C2CC2)s1 (stereo unspecified)	5	-3	2.8	0	-1.6	-2	1	1	2
CCCn1c(NC(=O)c2ccc([N+](=O)[O-])o2)nc2ccccc21	3	21	1.2	-1	-0.1	5	18	20	8
Cc1ccc2[nH]c3c(=O)n(CC(=O)N4CC(C)CC(C)C4)ncc3c2c1 (stereo unspecified)	-3	2	-2.3	-7	-0.1	-2	-16	3	-2
Cc1cccc(C(=O)OCN2C(=O)c3ccccc3C2=O)c1[N+](=O)[O-]	-6	-5	0.6	6	-0.4	1	31	-11	1
O=C(OCc1ccccc1)c1cn(-c2ccccc2)nc1-c1ccncc1	-6	-1	0.3	-7	0.0	3	4	-2	7
CC(C)C(=O)N1c2ccccc2NC2=C(C(=O)CCC2)C1c1ccc(N(C)C)cc1 (stereo unspecified)	6	-2	-0.1	4	-0.1	0	3	0	-1
CCOC(=O)C(C(=O)OCC)C(CC(=O)C1CC1)c1ccccc1 (stereo unspecified)	-2	-4	0.3	2	-0.1	2	3	-7	-1
Cc1ccc(S(=O)(=O)N2CCN(CC(O)CN3CCOCC3)CC2)cc1 (stereo unspecified)	3	·	0.2	8	-0.3	·	3	·	-4
CC(=O)Nc1nc2ccc(NC(=O)c3ccco3)cc2s1	-10	4	-4.5	0	0.3	2	2	4	4
CC(=O)Nc1ccc(NC(=O)CCOc2ccccc2C)cc1	14	-1	2.1	6	-0.5	-7	-18	2	5
O=C(CNC(=O)c1ccc(F)cc1)c1ccc(Cl)cc1	12	-2	-0.5	-4	0.4	7	-39	-13	-1
N#Cc1c(SCC(N)=O)nc2c(c1-c1ccc(O)cc1)CCCC2	0	3	1.2	4	0.1	1	7	0	-1
CC(C)(C)c1ccc(C(=O)NC2CCS(=O)(=O)C2)cc1 (stereo unspecified)	3	3	1.0	5	0.0	0	-10	2	-2
CC1CC(C)CN(S(=O)(=O)c2ccc(Oc3ccc([N+](=O)[O-])cc3)cc2)C1 (stereo unspecified)	3	-2	1.5	6	-1.2	-1	2	5	-3
Cc1ccc(C(=O)OCC(=O)Nc2ccc3c(c2)OCO3)cc1S(=O)(=O)N1CCOCC1	10	-3	-1.1	6	0.0	-16	-4	7	-5
NC(=O)C1CC(=O)N(c2ccc(OCC(=O)Nc3ccccc3F)cc2)C1 (stereo unspecified)	10	·	-0.2	21	0.0	·	0	·	-6
CCOc1cc(C2C(C(=O)c3ccco3)=C(O)C(=O)N2CCc2ccccc2)ccc1O (stereo unspecified)	1	-2	0.8	2	0.0	2	-3	2	20*
COCCNC(=S)N1CCc2cc(OC)c(OC)cc2C1COc1ccc(F)cc1 (stereo unspecified)	-1	-1	0.8	1	-0.2	-2	-4	4	1
CCCCn1c(=O)[nH]c(=O)c2c1nc(-c1ccc(CC)c([N+](=O)[O-])c1)n2C	-1	6	-2.5	-3	0.0	6	-6	11	-2
Cc1ccccc1CS(=O)(=O)c1ncc(Cl)c(C(=O)Nc2ccc(F)cc2)n1	-5	-5	-2.7	-12	-0.2	1	12	-6	0
CCCOc1ccc(C(=O)N2CCN(Cc3ccc4c(c3)OCO4)CC2)cc1	2	2	0.0	10	0.1	3	-27	2	-1
SMILES	procasp3 activ	TPT1 inh	PP5 inh	proCasp7 act	Efflux pump mplx	CTSL1 counter	JMJD2C inh	core dimer inh	PP1 inh
CCc1noc(C)c1C(=O)N1CCCC(CCC(=O)NCc2ccc(F)c(F)c2)C1 (stereo unspecified)	4	1	-2.0	4	-0.1	-1	-1	2	-5
Cc1[nH]c2ccccc2c1C(=O)Cn1c(=O)oc2ccccc21	-8	1	2.5	9	0.4	4	-11	-1	-2
CCOc1ccc(N(CC(=O)Nc2ccc(C)cc2C)S(C)(=O)=O)cc1	-4	0	2.9	12	0.0	-1	-4	2	-3
Cc1ccc(S(=O)(=O)N(C)C)cc1NC(=O)c1cc(C(C)(C)C)nn1Cc1ccccc1	3	2	0.2	16	-0.1	1	9	5	-5
Cc1cccc(N2CC(C(=O)NCCC3=CCCCC3)CC2=O)c1C (stereo unspecified)	-1	-3	2.0	-2	0.2	1	-11	-2	-2
COc1ccccc1CNC(=O)COC(=O)c1nccnc1N	-5	5	1.4	6	0.0	-5	-13	-1	1
CN(C)S(=O)(=O)c1cccc(NC(=O)CCCc2nc3ccccc3c(=O)[nH]2)c1	4	-4	0.9	3	-0.1	0	9	-1	-6
O=S(=O)(c1c(Cl)cc(Br)cc1Cl)N1CCN(C(=S)NC2CC2)CC1	3	·	·	5	0.2	·	12	·	·
COc1ccc(CC(=O)Nc2c(C(=O)N3CCN(c4ccccc4OC)CC3)oc3ccccc23)cc1OC	2	0	1.6	6	0.4	1	-4	-3	3
COc1cc(CNC2CCCCCC2)cc(OC)c1O	2	-2	1.6	-3	-0.1	-1	-7	-8	0
CC(C)C(NC(=O)c1ccccc1NC(=O)c1ccccc1)C(=O)NNC(=O)c1ccncc1 (stereo unspecified)	-1	-2	2.6	-7	0.1	0	7	-3	-2
O=C(NCC1CCCO1)c1ccc(Cl)c(S(=O)(=O)N2CCCCC2)c1 (stereo unspecified)	-6	1	-0.5	-8	0.3	5	10	-1	-4
O=C(CCc1ccccc1)NNC(=O)c1ccc(NC(=O)c2ccccc2)cc1	7	-1	1.0	-6	0.0	1	-18	4	1
O=P(COc1ccccc1)(c1ccccc1)c1ccccc1	2	1	1.4	3	0.3	3	8	8	2
COc1cccc(NC(=O)CSc2nc3ccccc3c(=O)n2CCCC(=O)NCCCN2CCOCC2)c1	6	-6	2.9	3	0.0	3	-28	-4	3
CCN(CC)CCNC(=S)Nc1ccc(Cl)cc1	-1	1	0.1	1	0.1	-1	0	2	-2

This is a random part of the collection. About 2.9% of those tested had a hit in this group.
